KOR beta-arrestin-1: kappa opioid receptor activators – cell-based, luminescence, uHTS, primary screen (AID 1777); activation, % at 10 µM, or EC50 in µM where a hit was titrated; hit rate 0.02% among 280,000; KOR beta-arrestin recruitment, luminescence; higher % means a stronger effect; in the data active means activation above about 50%, passing the limit was not always enough; further: a part of the inactive calls stands beside numbers as strong as those of hits
SIAH1 antagonists: Siah-1 peptide-binding antagonists, primary screen, biochemical, fluorescence polarization, rhodamine-plectin, uHTS (AID 1817). hit rate 0.02% among 290,000. displacement, % at 20 µM, or IC50 in µM where a hit was titrated. Siah-1 / rhodamine-plectin peptide fluorescence polarization; higher % means a stronger effect;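 active means displacement of at least 50% at 20 µM, with a fluorescence ratio check between 0.3 and a set limit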;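 further: plate controls were Siah plus tracer with DMSO for no effect and tracer alone without Siah for full effect; strong numbers were not always called active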
LYP phosphatase: inhibitors of LYP phosphatase, biochemical, fluorescence intensity, uHTS (AID 1779); recombinant LYP phosphatase, fluorescence intensity; higher % means a stronger effect; one-dose inhibition, % at 11.5 µM; IC50 in µM for titrated hits; hit rate 0.054% among 290,000;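 further: plate controls were vehicle with enzyme for no effect and no enzyme for full effect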
Myeloid diff MLP: compounds promoting myeloid differentiation; AID 624256; calls only at 10 µM; ER-HoxA9 myeloid progenitors, lysozyme-GFP differentiation, flow cytometry; hit rate 1% among 360,000;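 active means normalized GFP-positive differentiation at or above the plate's own cutoff, the solvent-only control mean plus 3 SD; inconclusive means no clear call, values can overlap the other calls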;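 further: cells exposed to compound for four days before flow analysis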
NOD1 inhibition: inhibition of NOD1-driven NF-kB reporter – cell-based, luminescence, uHTS, primary screen (AID 1578); NOD1-driven NF-kB luciferase reporter cells, luminescence; higher % means a stronger effect; one-dose inhibition, % at 4 µM; EC50 in µM for titrated hits; hit rate 1% among 290,000; in the data active means inhibition mostly above about 36%, no sharp cut-off; inactive means mostly below about 34%;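 further: HEK-293T reporter cells stimulated with the NOD1 agonist gamma-tri-DAP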
PhoP inhibition: inhibitors of PhoP regulon expression, primary screen, Salmonella Typhimurium, GFP reporter (AID 1863); S. Typhimurium PhoP-regulated promoter GFP reporter, 4 h; higher % means a stronger effect; one-dose inhibition, % at 50 µM; IC50 in µM for titrated hits; hit rate 0.16% among 300,000;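 active means inhibition over 29.93%, a cutoff 3 SD above the screen mean, later confirmed by dose response; inconclusive means inhibition over 29.93% but no dose response follow-up; inactive means inhibition at most 29.93% or unconfirmed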;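 further: 0% = low Mg2+ inducing control and 100% = high Mg2+ repressing control; strong numbers were not always called active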
KOR beta-arrestin-2: kappa opioid receptor blockers – cell-based, luminescence, uHTS (AID 1778). KOR beta-arrestin recruitment, luminescence, antagonist mode; higher % means a stronger effect. inhibition, % at 10 µM; hits with a dose series show IC50 in µM. hit rate 0.091% among 290,000; further: strong numbers were not always called active
HIV fusion peptide: cell-free HIV fusion peptide-binding blockers – biochemical, uHTS, fluorescence dequenching, primary screen (AID 1986). cell-free peptide binding, fluorescence dequenching, 30 min; higher % means a stronger effect. inhibition, % at 20 µM; hits with a dose series show IC50 in µM. hit rate 0.3% among 290,000; in the data active means inhibition mostly above about 52%, no sharp cut-off; inactive means mostly below about 76%; further: some results filed as inactive read as strong as hits
HEK293 NOD2/NF-kB: NOD2 signaling inhibitors, cell-based, luminescence, uHTS, HEK293 (AID 1566); HEK293 NOD2/NF-kB luciferase reporter, luminescence; higher % means a stronger effect; inhibition, % at 4 µM, or EC50 in µM where a hit was titrated; hit rate 0.63% among 290,000; further: many of its hits are not listed in these tables
Myeloid diff MLP GFP+ MAC1+ %: second read-out of Myeloid diff MLP, no call of its own (marks repeat the call); GFP+ MAC1+ double positive, %; measured here: differentiation confirmed by MAC1 staining
Numbers without * were called inactive; i = inactive; ? = inconclusive; nt = not tested or not shown; [ ] = remark or other dose. Unless noted, no stated cut-off is given here; in the data, active means inhibition above about 50%; inactive means the rest. Not all compounds are listed; the hit share may differ from the screen's.

SMILES	KOR beta-arrestin-1	SIAH1 antagonists	LYP phosphatase	Myeloid diff MLP	Myeloid diff MLP GFP+ MAC1+ %	NOD1 inhibition	PhoP inhibition	KOR beta-arrestin-2	HIV fusion peptide	HEK293 NOD2/NF-kB
O=S(=O)(c1ccccc1)N1CCCN(S(=O)(=O)c2ccccc2)CC1	2.2%	-2.4%	-5.4%	i	0.3	24.1%	2.1%	-25.5%	-0.5%	-4.7%
CCCC(=O)C1=C(c2ccccc2)C(C#N)(C#N)C(C#N)=C1N	10.6%	0.5%	-0.9%	i	0.5	-17.8%	-23.6%	-33.0%	-1.3%	6.2%
COc1cccc(CC(=O)NC2CCCN(Cc3ccc(Cl)cc3)C2)c1 (stereo not drawn)	-1.5%	-4.7%	-7.3%	i	0.2	-4.5%	9.8%	14.2%	-1.0%	8.7%
CC(=O)c1ccc(NC(=O)CCCN2C(=O)C(c3ccccc3)Oc3cccnc32)cc1 (stereo not drawn)	2.8%	-0.2%	-4.8%	i	0.6	-12.3%	5.2%	2.5%	0.6%	11.9%
CCCCn1nc2cc(C(=O)N[C@H](C)C3CCCCC3)ccc2c1OCC	-4.6%	7.6%	-6.2%	i	1.9	-11.0%	-2.8%	6.8%	-1.2%	25.7%
O=C(NCc1ccc(Cl)cc1)c1ccc(COCC(F)(F)F)o1	-2.5%	-0.4%	-4.0%	i	0.5	-11.7%	10.7%	14.6%	0.7%	10.9%
Cc1cc(C)c(NC(=O)NC(=O)C(Cl)(Cl)Cl)c(C)c1	-0.5%	1.1%	-2.6%	i	0.5	-19.1%	1.0%	-20.7%[20 µM]	-0.8%	12.8%
NC(=O)Cn1c(=O)n(-c2ccccc2)c(=O)c2oc3ccccc3c21	-1.6%	2.6%	-4.0%	i	0.1	-29.5%	-5.5%	-31.5%	1.0%	6.9%
Cn1ccnc1SCCC#N	-1.6%	2.9%	2.0%	i	1.0	-12.6%	0.9%	7.0%	-2.0%	-0.1%
COc1cc(C(=O)Nc2ccc(C(C)=O)cc2)c(Br)c(OC)c1OC	-0.8%	5.1%	2.0%	i	0.5	-31.2%	-10.5%	nt	1.0%	-29.8%
CCOC(=O)C1=C(CC)Nc2ccccc2N=C1NC(=O)c1oc2ccccc2c1C	-2.5%	6.8%	0.4%	i	0.9	56.6%*	-6.4%	-30.8%	-0.3%	1.4%
CC(=O)Nc1ccc(NCC(O)COc2ccccc2)cc1 (stereo not drawn)	1.0%	-1.3%	-11.2%	i	0.3	-24.4%	5.6%	-23.7%	1.2%	18.9%
O=C(Cn1ncn2c(cc3ccccc32)c1=O)NCc1ccco1	-1.5%	-4.8%	-12.4%	i	3.9	-0.8%	-1.4%	-6.3%	-2.1%	17.5%
CCCCCC/C(=N/O)c1ccccn1	0.1%	2.8%	1.8%	i	0.3	-5.4%	12.6%	-1.3%	6.6%	0.1%
CCC(C)n1nccc1NC(=O)C(C)Cl (stereo not drawn)	1.0%	-1.5%	-1.4%	i	0.1	-31.8%	0.7%	0.5%	-0.8%	-1.6%
CC1=CC(C)(C)NC(=S)N1c1cc(C)cc(C)c1	0.1%	2.0%	3.1%	i	0.5	-11.7%	-0.3%	-24.6%	0.7%	4.9%
CC1CCCC(C)N1C(=O)CSc1nnnn1C1CCCC1 (stereo not drawn)	3.5%	1.7%	-10.7%	i	2.9	-21.6%	nt	-62.9%	-0.8%	-6.8%
O=C(NCc1ccccc1F)C(c1ccccc1)c1ccccc1	-4.6%	1.6%	-6.7%	i	0.3	-7.1%	-2.3%	14.2%	-1.4%	-3.6%
Cc1ccc(F)cc1NC(=O)N1CCN(c2ccnc3cc(Cl)ccc23)CC1	7.0%	-1.1%	-2.0%	i	1.0	-7.6%	4.3%	12.6%	-0.9%	30.1%
CC1CC(C)CN(C(=O)CNC(=O)c2ccc3ccccc3c2)C1 (stereo not drawn)	6.7%	-1.5%	-6.1%	i	0.9	7.0%	-2.4%	-27.6%	-0.6%	21.5%
CCOc1ccc(/C(O)=C2/C(=O)C(=O)N(CCN(C)C)C2c2ccccc2)cc1Cl (stereo not drawn)	2.4%	-2.6%	-0.3%	i	0.6	-38.5%	-5.9%	-1.5%	-2.8%	4.9%
Cc1cc(N2CCOCC2)ccc1/C=C1\NC(=O)N(CC(=O)Nc2ccccc2C)C1=O	1.1%	-1.3%	-7.0%	i	1.5	-42.1%	-9.3%	-9.3%	-3.4%	3.0%
C/C(=N/Nc1nc(C)cc(-c2ccccc2)n1)c1ccco1	-1.6%	-0.7%	3.3%	nt	nt	-46.7%	4.8%	24.0%	-0.4%	-51.7%
O=C(OCc1ccc(F)cc1)c1ccc2c(c1)-c1ccccc1C2=O	0.1%	3.3%	-3.7%	i	1.3	46.7%	-8.9%	5.9%	-2.3%	-20.1%
COc1ccc(CCNC(=O)C2c3ccccc3C(=O)N2CCC(C)C)cc1OC (stereo not drawn)	-2.4%	-1.3%	-7.2%	i	0.6	-13.8%	-10.2%	-21.5%	-0.5%	-8.2%
Cc1ccccc1C(=O)Nc1cc(S(=O)(=O)N2CCCCC2)ccc1N1CCN(C)CC1	8.2%	2.9%	-7.2%	i	0.8	-12.5%	3.9%	-35.3%	-0.4%	7.8%
CC(NC(=O)Cn1cc(C(F)(F)F)ccc1=O)c1ccc(F)cc1 (stereo not drawn)	-1.8%	1.3%	-6.1%	i	1.1	-3.4%	-0.3%	-19.7%	-1.7%	8.1%
COc1ccc(N(CC(=O)NCCSC(C)(C)C)S(C)(=O)=O)c(OC)c1	1.1%	2.0%	-6.6%	i	3.9	-11.6%	-11.2%	-11.9%	3.3%	5.5%
CCOc1cccc(CNc2nnnn2C)c1	-0.9%	9.4%	-9.2%	i	0.6	-19.4%	-2.4%	-7.0%[20 µM]	0.8%	4.2%
Cc1ccc(/C=N/NC(=O)CNC(=O)COc2ccccc2)cc1	4.1%	-2.3%	1.7%	i	0.1	-18.0%	-13.7%	6.4%	-1.0%	13.4%
COc1ccc(N2CCN(C(=O)c3cccs3)CC2)cc1	-6.7%	-7.7%	-9.5%	i	0.6	2.4%	6.1%	29.7%	-1.7%	-41.1%
CS(=O)(=O)c1ccc2nc(NC(=O)c3cc4ccccc4o3)sc2c1	-3.2%	-2.0%	-10.6%	i	0.4	-42.8%	5.2%	-22.0%	0.5%	-40.9%
Cc1cc2cc(CNC(=S)Nc3ccc(OC(F)F)cc3)ccc2n1C	6.8%	5.8%	4.8%	i	4.9	-13.2%	14.1%	-5.2%	8.8%	1.1%
COc1cc(/C=C(/C#N)C(=O)Nc2ccc(C)cc2)ccc1Oc1nc(Cl)ncc1F	13.2%	2.7%	-0.4%	i	0.5	-25.2%	-11.7%	-17.2%	-0.6%	6.0%
CC(=O)c1ccc(N2CCN(C(=O)c3ccc(-c4ccccc4)cc3)CC2)cc1	2.3%	8.5%	-7.2%	i	1.2	-21.5%	-3.5%	-53.1%	0.0%	-39.1%
O=C(NNC(=S)Nc1ccccc1)c1ccncc1	1.4%	-0.5%	0.5%	i	0.8	10.3%	4.9%	-22.5%	-5.2%	6.5%
CCC(=O)Nc1cccc(-c2nc3ncccc3o2)c1C	-3.6%	-5.4%	-10.5%	i	0.2	-8.0%	3.1%	-1.0%	-0.5%	6.6%
O=c1[nH]c(CN2CCOCC2)nc2ccccc12	1.9%	-1.1%	-3.9%	i	0.2	-20.8%	-0.2%	-18.4%	0.0%	7.5%
CN(CCC#N)C(=O)CC1(Cc2ccccc2)CCOC(C)(C)C1 (stereo not drawn)	0.2%	2.0%	-3.1%	i	0.2	-0.4%	-2.6%	8.3%	0.0%	1.8%
Cc1cccc(OCC(=O)N/N=C/c2cn[nH]c2-c2ccc(Cl)c(Cl)c2)c1	2.5%	1.2%	12.6%	i	0.8	11.0%	-11.9%	-31.6%	-2.6%	-3.0%
COCc1cc(C)nc(OCC(=O)N/N=C/c2cc(C)n(-c3c(C)cccc3C)c2C)c1C#N	-1.4%	1.8%	8.5%	i	0.9	-20.5%	-3.6%	28.6%	-1.0%	-7.5%
Cc1oc(-c2cc(F)ccc2F)nc1CN1CCC(C(=O)N2CCOCC2)CC1	-2.2%	8.8%	-5.7%	i	0.4	-12.8%	-1.8%	-14.4%	-0.5%	14.2%
O=C(Oc1ccccc1/C=C\C(=O)c1cc2ccccc2o1)c1cccc(F)c1	-0.5%	-0.1%	0.3%	?	nt	-24.6%	-3.0%	20.9%	2.3%	-16.3%
C[C@H](NC(=O)C1CCN(S(=O)(=O)c2ccccc2)CC1)C(=O)NCc1cccc(C(F)(F)F)c1	0.7%	7.3%	-9.5%	i	1.1	-21.5%	-1.2%	6.9%	0.6%	3.4%
CCOc1ccc(CSC(CC(=O)O)C(=O)O)cc1 (stereo not drawn)	2.0%	2.2%	-8.1%	i	1.4	-4.0%	30.8%	-4.8%	-0.4%	7.7%
CC(C)(C)OC(=O)NNC1CC(=O)N(c2ccccc2F)C1=O (stereo not drawn)	-1.2%	-1.5%	-7.2%	i	2.7	nt	4.2%	12.8%	-2.4%	6.3%
COc1ccc2oc(C(=O)OCC(=O)N3C(C)CCCC3C)c(C)c2c1 (stereo not drawn)	2.9%	3.9%	-11.4%	i	2.6	-25.4%	5.5%	22.9%	-1.6%	9.7%
O=C(NS(=O)(=O)c1ccc2c(c1)OCCO2)c1ccccc1	0.9%	-0.6%	-1.7%	i	1.2	18.4%	-12.5%	-36.2%	0.5%	-1.3%
C=CCn1c(SCc2nc(N)nc(N3CCCCC3)n2)nnc1-c1ccco1	-0.2%	0.4%	-4.0%	i	7.5	-22.9%	0.0%	11.2%	-2.8%	14.1%
Fc1ccc(OCCCn2ccnc2)cc1	-3.6%	10.2%	-5.5%	i	0.4	-22.5%	7.6%	-26.4%[20 µM]	1.8%	8.6%
COc1ccc(N2CC(C(=O)OCC(=O)Nc3ccccc3C)CC2=O)cc1 (stereo not drawn)	-5.3%	7.6%	-5.3%	i	1.0	-31.7%	-5.3%	-12.8%	-1.8%	3.5%
COCC(O)CNc1ccccc1 (stereo not drawn)	8.6%	0.1%	-6.3%	i	0.5	-19.0%	-0.3%	17.7%	2.3%	-5.7%

Part of the list above, reduced to SIAH1 antagonists and KOR beta-arrestin-1.
canonical_smiles | SIAH1 antagonists | KOR beta-arrestin-1
C=CCn1c(SCc2nc(N)nc(N3CCCCC3)n2)nnc1-c1ccco1 | 0.4% | -0.2%
Fc1ccc(OCCCn2ccnc2)cc1 | 10.2% | -3.6%
COc1ccc(N2CC(C(=O)OCC(=O)Nc3ccccc3C)CC2=O)cc1 (stereo not drawn) | 7.6% | -5.3%
COCC(O)CNc1ccccc1 (stereo not drawn) | 0.1% | 8.6%
